High-throughput results: PubChem BioAssay, National Center for Advancing Translational Sciences (NCATS)
KB-3-1 tox – qHTS assay for MDR1-selective chemotherapeutics: Primary screen using the parental adenocarcinoma cell KB-3-1 | Potency, µM (doses to about 46.1 µM), inactives show top-dose activity change, negative = cytotoxic, usual class: cytotoxic | KB-3-1 viability, CellTiter-Glo ATP luminescence, 72 h | 400,000 compounds, 1.4% hits; also: % is scaled to controls: 0 for no effect and ±100 for the full control effect; nearly all actives have a fitted effect of over 60% in size
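Using CellTiter-Glo luminescence, growth of non-resistant KB-3-1 adenocarcinoma cells is assessed 72 h after pin-tool compound addition at 37 °C. Normalized responses across the concentration series yield fitted curves.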
SW480 rereplic – A quantitative high throughput screen for small molecules that induce DNA re-replication in SW480 colon adenocarcinoma cells; SW480 DNA re-replication, Hoechst DNA content imaging, 48 h; AID 624297, 2012; 340,000 compounds, 1.8% hits; Potency, µM (highest dose often 46.1 µM), inactives show at the top dose re-replication activation, actives largely listed as activators; also: % of control where 0% means no effect; nearly all actives have a fitted effect of over 55% in size
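Readout is total intensity of Hoechst-stained nuclei, excited at 405 nm and collected at 500-530 nm. Compound treatment lasted 48 hr at 37 C in 5% CO2 before staining.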
GLP-1R agonist – qHTS of GLP-1 Receptor Agonists; HEK293 GLP-1R CRE-luciferase, luminescence, 4-6 h; cells express a hypersensitive GLP-1R form; Potency, µM (titrated, usually from 45.6 µM), for the others: at the top dose activation, usual class: activators; 380,000 compounds, 0.007% hits; also: % of control where 0% means no effect
Target sequence (P43220 whole entry, looked up): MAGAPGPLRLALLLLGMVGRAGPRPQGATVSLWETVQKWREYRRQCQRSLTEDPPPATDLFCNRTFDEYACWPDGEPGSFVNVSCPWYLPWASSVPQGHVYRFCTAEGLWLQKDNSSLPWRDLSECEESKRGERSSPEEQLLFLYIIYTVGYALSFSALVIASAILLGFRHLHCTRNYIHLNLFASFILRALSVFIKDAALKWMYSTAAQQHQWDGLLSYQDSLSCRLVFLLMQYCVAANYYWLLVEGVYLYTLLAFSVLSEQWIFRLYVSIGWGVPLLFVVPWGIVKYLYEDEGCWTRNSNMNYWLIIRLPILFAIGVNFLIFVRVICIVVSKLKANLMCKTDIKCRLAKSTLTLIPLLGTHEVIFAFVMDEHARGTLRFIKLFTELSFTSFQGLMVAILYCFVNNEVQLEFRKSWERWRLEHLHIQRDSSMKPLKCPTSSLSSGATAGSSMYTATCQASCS
GLP1R cytotox – qHTS of GLP-1 Receptor Inverse Agonists: Cytotox Screen. HEK293 cAMP-luciferase reporter cells, luminescence, 24 h. Potency, µM (series often up to 38.3 µM), for inactives: top-dose activity change, negative = inhibition, actives largely listed as inhibitors. 410,000 compounds, 0.13% hits;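 also: loss of luciferase light is scored as toxicity; % is scaled to controls: 0 for no effect and ±100 for the full control effect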
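Luminescence readout: signal drop marks cytotoxicity. Plated cells grew 12 h at 37 °C, 5% CO2, received 23 nL compound for 24 h, then got luciferase reagent, read after 12 min at RT.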
HT1080 IDH1KD tx – qHTS for induction of synthetic lethality in tumor cells producing 2HG: qHTS for the HT-1080-IDH1KD cell line. Potency, µM (titrated, usually from 46.1 µM), for inactives: at the highest dose activity, negative = toxicity, hits mostly cytotoxic. AID 686971, 2013. 360,000 compounds, 2% hits. HT-1080 IDH1 knockdown viability, ATP luminescence, 48 h;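 also: 0% = DMSO wells and -100% = cell-free medium wells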
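Luminescent ATP read-out (CellTiter-Glo, 10 min at room temperature) after 48 h compound exposure at 37 °C gave viability of IDH1-knockdown HT-1080 cells. Activity was normalised to DMSO and cell-free wells, then fitted as concentration-response curves.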
GLP1R inv ag – qHTS of GLP-1 Receptor Inverse Agonists (Inhibition Mode). Potency, µM (top dose mostly 38.3 µM), inactives show at the highest dose activity change, negative = inhibition, most hits filed as inhibitors. Glucagon-like peptide 1 receptor (Homo sapiens), P43220. 410,000 compounds, 1.6% hits. AID 624417, 2012. HEK293 GLP-1R CRE-luciferase, luminescence, 24 h; GLP-1R form is constitutively active; also: % is scaled to controls: 0 for no effect and ±100 for the full control effect; nearly all actives have a fitted effect of over 55% in size
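Inverse agonists were sought by their lowering of basal cAMP reporter luciferase output in HEK293 cells stably carrying constitutively active human GLP-1R, after 24 h compound treatment.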
TDP-43 yeast inh – qHTS of TDP-43 Inhibitors; TDP-43 expressing yeast growth rescue, BacTiter-Glo, 24 h; Potency, µM (doses to about 46.1 µM), inactives show top-dose growth rescue (activation), most hits filed as activators; 410,000 compounds, 1.8% hits; AID 652104, 2013; also: % of control where 0% means no effect; nearly all actives have a fitted effect of over 50% in size
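Growth rescue of TDP-43-toxic yeast measured as ATP luminescence (BacTiter-Glo). Cells grown to mid-log in raffinose, induced in galactose at OD600=0.02, exposed to compound 24 hr at 30 deg C.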
HT1080-NT tox – qHTS for induction of synthetic lethality in tumor cells producing 2HG: qHTS for the HT-1080-NT fibrosarcoma cell line; HT-1080-NT fibrosarcoma viability, CellTiter-Glo ATP luminescence, 48 h; Potency, µM (series often up to 46.1 µM), for the others: at the highest dose activity, negative = less viability, usual class: cytotoxic; 360,000 compounds, 1.6% hits;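 also: NT is the 2HG producing partner of a matched IDH1 knockdown line; 0% = DMSO-treated cells and -100% = media-only wells without cells; nearly all actives have a fitted effect of over 55% in size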
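Compounds were tested in concentration-response format on HT-1080-NT cells for 48 hours at 37 degrees C. Cell viability came from CellTiter-Glo luminescence; curves were classified by r2, response magnitude and activity.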
KB-V1 MDR tox – qHTS assay for MDR1-selective chemotherapeutics: Primary screen using the drug-selected MDR subline cells KB-V1; 400,000 compounds, 3.4% hits; Potency, µM (titrated, usually from 46.1 µM), for inactives: at the top dose activity change, negative = cytotoxicity, actives largely listed as cytotoxic; KB-V1 MDR cells viability, CellTiter-Glo, 72 h; AID 1347076, 2019; also: % is scaled to controls: 0 for no effect and ±100 for the full control effect; nearly all actives have a fitted effect of over 60% in size
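Compound-treated KB-V1 multidrug-resistant cells, 72 h, 37 degrees C; viability by CellTiter-Glo. Fitted qHTS curves give the values.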
The depositor's hits bear a star; ? = inconclusive; . = no result given; & = joins results of further samples; [ ] = dose if it differs, or a comment. Calls follow the shape of the dose curve; as a rule, active = well fitted curve in the direction sought with a large enough effect; inconclusive = small, poorly fitted or top-dose-only effect, or another doubt; inactive = no such curve, though single readings can be large; an effect the other way counts as inactive or inconclusive. Potency is read from the fitted curve at half-maximal effect.

#1 COc1cc(OC)cc(C(=O)NC(C(=O)Nc2ccc(N3CCOCC3)cc2)C(C)C)c1 (stereo not given)
#2 CCCCCCCCNS(=O)(=O)CCNCc1ccc(OC)cc1
#3 O=S(=O)(Nc1cc(S(=O)(=O)N2CCOCC2)ccc1N1CCCC1)c1cccs1
#4 CCOC(=O)c1c(C)[nH]c(C)c1S(=O)(=O)NCC(=O)Nc1ccc(C)c(N(C)C)c1
#5 COc1cc2cc(C(=O)N[C@@H](Cc3ccccc3)C(=O)O)n(C)c2c(OC)c1OC
#6 Cc1ccc(-n2[nH]c(C)c(C=Nc3ccc(S(=O)(=O)Nc4nccs4)cc3)c2=O)cc1C
#7 O=C1NC(c2ccccc2)Nc2c1sc(=S)n2-c1ccccc1 (stereo not given)
#8 Cc1ccc(OCCCCCCN2CCNCC2)cc1
#9 COc1ccccc1CNC(=O)/C=C/c1cc2c(cc1Br)OCO2
#10 CCCCC(=O)N(C)c1c(C)nc2ccc(C(=O)N3CCNC(=O)C3)cn12
Compound	1	2	3	4	5	6	7	8	9	10
KB-3-1 tox	-1%	1%	8%	4%	-10%	?	0%	-25%	-2%	0%
SW480 rereplic	-4%	8%	-6%	.	42%	-8%	-1%	?	4%	.
GLP-1R agonist	15%	22%	16%	.	-4%	-13%	-1%	14%	-25%	-6%
GLP1R cytotox	-3%	3%	-8%	3%	8%	11%	2%	-25%	10%	1%
HT1080 IDH1KD tx	4%	?	-17%	.	-1%	?	-9%	?	2%	14%
GLP1R inv ag	1%	?	63%[activator]	2%	31%[activator]	1%	-30%	2.2µM*	12%	20%
TDP-43 yeast inh	-2%	1%	-38%[inhibitor][0.397 µM]	12%	-24%	-16%	7%	-2%	-13%	-3%
HT1080-NT tox	1%	-25%	3%	.	1%	?	-4%	?	17%	23%
KB-V1 MDR tox	-12%	4%	-15%	?	0%	?	?	-13%	0%	-3%

#11 CCOCCCNc1nc2c(c(=O)[nH]c(=O)n2C)n1CCCc1ccccc1
#12 CC(C)Oc1cc2oc(=O)c3c(c2cc1Cl)CCC3
#13 Fc1ccc(CNc2nc(-c3ccccc3)cc(C(F)(F)F)n2)cc1
#14 CC(C)Sc1nnc([C@H](Cc2c[nH]c3ccccc23)NC(=O)OC(C)(C)C)o1
#15 CCC(C)NC(=O)Cn1cnc2sc(C)cc2c1=O (stereo not given)
#16 Cc1nn(Cc2ccc(F)cc2)c(C)c1NC(=O)c1noc2c1CCc1ccccc1-2
#17 COc1ccc(C2SCC(=O)N2c2ccc(C)cc2)cc1 (stereo not given)
#18 N#Cc1cc2ccc(N3CCOCC3)cc2cc1C#N
#19 Cn1nccc1C(=O)Nc1sc2c(c1C(N)=O)CCCC2
#20 CC(C)OC(=O)Cc1nc2sc(-c3ccccc3)cc2c(=O)[nH]1
Compound	11	12	13	14	15	16	17	18	19	20
KB-3-1 tox	6%	1%	-6%	9%	0%	-1%&0%	-3%	9%	-1%	0%
SW480 rereplic	-7%	-2%	.	-16%	0%	-3%	-27%	4%	-10%	-1%
GLP-1R agonist	2%	2%	-3%	1%	3%	2%	11%	-7%	11%	5%
GLP1R cytotox	0%	69%[activator]	-3%	-27%	19%	20%&-12%	3%	9%	10%	11%
HT1080 IDH1KD tx	7%	2%	.	3%	-3%	-17%	2%	?	7%	1%
GLP1R inv ag	9%	0%	?	?	25%	-7%&-41%	4%	-1%	40%[activator]	?
TDP-43 yeast inh	-1%	1%	22%	7%	0%	-13%&20%	20%	-15%	23%	6%
HT1080-NT tox	3%	24%	.	0%	-1%	7%	2%	-13%	11%	0%
KB-V1 MDR tox	-2%	-10%	14%	-15%	-11%	6%&22%	0%	5%	?	?

#21 CC(=O)c1ccc(N2Cc3ccccc3/C2=N\C(=O)Nc2ccc(Cl)cc2)cc1
#22 Cc1ccc(F)c(S(=O)(=O)NC(=O)C2(C)CCN2C(=O)Cc2ccc(Cl)cc2Cl)c1 (stereo not given)
#23 Cc1oc(-c2cccc(Cl)c2)nc1CN1CCC(C(=O)N2CCN(c3ccccc3F)CC2)CC1
#24 COc1cccc(-n2c(COc3ccc(C)cc3)nnc2SCC(=O)O)c1
#25 N#CCOc1ccccc1/C=C/c1nc2ccccc2c(=O)[nH]1
#26 O=C(O)c1ccc(Cn2cnc3scc(-c4ccccc4)c3c2=O)cc1
#27 O=C(c1ccccc1-c1nc(-c2ccccc2)no1)N1CCOCC1
#28 O=C1/C(=C/c2ccncc2)N=C2CCCCCN12
#29 COc1ccc(NC(=O)CSc2nnc(C3CC3)n2-c2ccccc2)cc1
#30 O=C(COC(=O)CNS(=O)(=O)/C=C/c1ccccc1)Nc1cc(S(=O)(=O)N2CCCCC2)ccc1Cl
Compound	21	22	23	24	25	26	27	28	29	30
KB-3-1 tox	7%	-17%	0%	-4%	3%	10%	12%	-1%	-6%	-5%
SW480 rereplic	.	.	23%	12%	13µM*	-2%	-14%	-10%	-4%	-3%
GLP-1R agonist	0%	-1%	-1%	0%	22%	0%	6%	-1%	-3%	-1%
GLP1R cytotox	-7%	-14%	?	-25%	-13%	-3%	4%	4%	11%	0%
HT1080 IDH1KD tx	-26%	24%	?	0%[9.24 µM]	-3%	-6%	-12%	-2%	5%	-1%
GLP1R inv ag	4%	-29%	?	5%	27%	17%	8%	14%	-5%	-7%
TDP-43 yeast inh	7%	0%	1%	-27%	-24%	?	-14%	2%	-9%	3%
HT1080-NT tox	-29%	11%	?	-3%	-13%	-2%	10%	-2%	8%	-2%
KB-V1 MDR tox	?	-6%	?	-2%	-3%	0%	12µM*	-35%	0%	-11%

#31 CNc1ccccc1C(=O)OC(C)C(=O)Nc1ccc(S(=O)(=O)N2CCCC2)cc1 (stereo not given)
#32 CCCc1cc(=O)[nH]c(SCC(=O)N(C)C2CCS(=O)(=O)C2)n1 (stereo not given)
#33 O=C(COc1ccc(S(=O)(=O)NC2CCCCC2)cc1Cl)NCc1ccc2c(c1)OCO2
#34 CCN(CC)C(=O)CSc1nnc(CNc2ccc(F)cc2)n1-c1ccccc1
#35 Cc1cc(-c2nnn(CCCOC(C)(C)C)c2C)ccc1-c1cn(CCCOC(C)(C)C)nn1
#36 CCOC1(NC(=O)c2ccccc2)C(C)=CC(=O)C=C1C
#37 O=C(NCC1CCCO1)C1CCC(N2C(=O)c3ccccc3C2=O)CC1 (stereo not given)
#38 COc1ccc(CN(C)C(=O)Cn2cnc3c(SC)nc(N)nc32)cc1OC
#39 CCCCCCCCC(=O)NCCOc1ccc(OC)cc1
#40 Cc1ccc(CNC(=O)CSc2ncc3c(n2)-c2ccc(Cl)cc2N(Cc2ccccc2)S3(=O)=O)cc1
#41 COc1ccc(OC)c(CNC(=O)c2ccc(C)c(NC(=O)c3nsc4ccccc34)c2)c1
Compound	31	32	33	34	35	36	37	38	39	40	41
KB-3-1 tox	-8%	0%	2%	0%	1%	4%	5%	?	0%	0%	-4%
SW480 rereplic	14%	-2%	25%	14%	.	-2%	1%	14%	3%	.	.
GLP-1R agonist	-11%	-10%	4%	-9%	-5%	-12%	-1%	16%	6%	.	.
GLP1R cytotox	-1%	-12%	-17%	7%	1%	2%	?	-1%	-4%	6%	0%
HT1080 IDH1KD tx	-7%	8%	?	-5%	8%	0%	7%	-7%	0%	.	.
GLP1R inv ag	?	1%	?	0%	-3%	0%	-16%	-4%	4%	2%	8%
TDP-43 yeast inh	18%	11%	-8%	-19%	15%	0%	-12%	-5%	39%	0%	-1%
HT1080-NT tox	-1%	16%	0%[9.24 µM]	-3%	-4%	-3%	0%	-2%	6%	.	.
KB-V1 MDR tox	?	1%	?	?	0%	0%	-25%	-14%	6%	-22%	-18%
